Screening data (PubChem)
Rtt109 HAT inh: C. albicans Rtt109 histone acetyltransferase inhibition; 0.16% of 330,000 active; purified Rtt109/Vps75, ThioGlo CoA-SH fluorescence, 4 h; AID 540336; inhibition, % at 34.9 µM; Q5AAJ8;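 active means inhibition of at least 50% in every replicate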
MITF TRPM1 HTS: activators of MITF-driven TRPM1 promoter activity in SK-MEL-5 cells; activation, % at 12.5 µM; SK-MEL-5 TRPM1-promoter luciferase, 24 h; % of positive control, neutral wells = 0; 0.75% of 300,000 active; AID 588334;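 active means mean activation of at least 80% with every replicate also reaching 80%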;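 further: 0% = neutral control wells and 100% = parthenolide positive control wells; values of inactives mirror those of a sister screen read the other way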
PvdQ inh: blocks Pseudomonas aeruginosa PvdQ acylase activity | inhibition, % at 10 µM | 0.063% of 340,000 active | purified PvdQ acylase, fluorescence plate reader; in the data active means inhibition above about 30%, passing the limit was not always enough;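 further: 0% = vehicle neutral wells and 100% = reference inhibitor wells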
SR-BI HDL uptake: mouse SR-BI HDL lipid transfer inhibition; AID 488896; inhibition, % at 12.5 µM; 0.96% of 320,000 active; ldlA[mSR-BI] CHO cells, DiI-HDL uptake fluorescence, 3 h;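 active means mean replicate inhibition of at least 70% and a set share of replicates each scoring 70 or more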;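 further: 0% = median of neutral control wells and 100% = median of positive control wells; values of inactives mirror those of a sister screen read the other way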
Target sequence (Q61009 whole entry, looked up): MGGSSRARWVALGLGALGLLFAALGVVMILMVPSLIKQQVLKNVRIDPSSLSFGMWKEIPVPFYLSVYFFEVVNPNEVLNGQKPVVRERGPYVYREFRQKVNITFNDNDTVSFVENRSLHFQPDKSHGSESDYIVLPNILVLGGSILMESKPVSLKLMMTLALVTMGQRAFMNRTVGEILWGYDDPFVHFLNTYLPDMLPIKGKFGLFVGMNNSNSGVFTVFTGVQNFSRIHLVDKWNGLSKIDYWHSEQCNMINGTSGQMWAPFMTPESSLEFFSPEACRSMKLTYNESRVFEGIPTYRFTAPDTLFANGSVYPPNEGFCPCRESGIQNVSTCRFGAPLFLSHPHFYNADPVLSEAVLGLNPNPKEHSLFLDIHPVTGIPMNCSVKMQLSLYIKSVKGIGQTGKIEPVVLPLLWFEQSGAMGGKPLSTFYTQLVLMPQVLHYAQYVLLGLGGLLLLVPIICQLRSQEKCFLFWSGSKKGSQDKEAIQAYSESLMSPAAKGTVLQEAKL
SR-BI DiI-HDL act: SR-BI HDL lipid transfer activation; CHO ldlA[mSR-BI] cells, DiI-HDL uptake fluorescence, 3 h; 100 = double the neutral-control signal; activation, % at 12.5 µM; 0.096% of 320,000 active;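 active means mean replicate activation of at least 60% and every replicate at or above 60%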;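 further: 0% = median plate neutral-control signal and 100% = twice that signal; values of inactives mirror those of a sister screen read the other way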
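System: LDL receptor-deficient CHO ldlA cells overexpressing murine SR-BI | Timing: 3 h uptake period with compound, 37 °C | Medium: HEPES-buffered (25 mM, pH 7.4) F12 plus 0.5% BSA | Dosing: Single-point compound dose | Signal: Bottom-read fluorescence, 550/595 nm | Read-out: Retained DiI signal reflecting DiI-HDL uptake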
cardiac RTF act: cardiac RTF calcium sensitization. P19429+P45379. IANBD-labeled TnC RTF fluorescence at EC20 calcium; 0% EC20 calcium, 100% full calcium. activation, % at 7.2 µM. 0.24% of 340,000 active. AID 493008;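 active means activation above the mean over all tested compounds plus 3 SD, cut at about 30% in these data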;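 further: rise in fluorescence read as greater calcium sensitivity of cardiac thin filaments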
Wnt act: Wnt/beta-catenin pathway activation; 1.2% of 300,000 active; activation, % at 9.35 µM; Wnt/beta-catenin reporter cell assay, activator, plate reader; AID 743398; in the data active means activation above about 30%, passing the limit was not always enough;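 further: 0% = neutral control wells and 100% = positive control wells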
HTR5A ag: counter-screen for OPRM1-OPRD1 agonists: human HTR5A agonism; P47898; HTR5A agonist assay, luminescence, cell-based; activation, % at 9.3 µM; 0.61% of 340,000 active; AID 504692; in the data active means activation mostly above about 9.5%, no sharp cut-off; inactive means mostly below about 7.6%;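 further: 0% = cells with vehicle only and 100% = reference agonist; strong numbers were not always called active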
dFosB activator: activators of mouse delta FosB homodimer. purified delta FosB, TAMRA-CDK5 oligo fluorescence polarization; percent of positive-control signal above neutral wells. 0.99% of 340,000 active. activation, % at 25 µM. AID 493131. P13346;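 active means mean activation above about 17%, with every replicate also reaching it, limit read from the data, passing the limit was not always enough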;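 further: fluorescence polarization rise as delta FosB binds a TAMRA Cdk5 AP-1 oligo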
Target sequence (P13346 whole entry, looked up): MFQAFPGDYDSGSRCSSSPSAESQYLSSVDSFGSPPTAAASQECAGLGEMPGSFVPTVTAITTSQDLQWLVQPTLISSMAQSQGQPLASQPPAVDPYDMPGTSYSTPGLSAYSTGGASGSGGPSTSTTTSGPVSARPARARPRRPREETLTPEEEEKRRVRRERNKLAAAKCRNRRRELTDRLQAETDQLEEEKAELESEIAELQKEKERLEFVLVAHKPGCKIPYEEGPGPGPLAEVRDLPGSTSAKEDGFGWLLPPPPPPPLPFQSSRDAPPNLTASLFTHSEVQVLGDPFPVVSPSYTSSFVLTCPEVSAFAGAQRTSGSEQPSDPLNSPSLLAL
CDK5 inh: inhibitors of human CDK5/p35 kinase; Q00535+Q15078; Recombinant CDK5/p35, ADP-Glo luminescence, 60 min; inhibition, % at 10 µM; 0.01% of 330,000 active;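 active means highest replicate inhibition of at least 50% and at least 75% of replicates reaching 50%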;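 further: plate controls were DMSO neutral control for no effect and GW8510 at 10 µM for full effect; many of its hits are not listed in these tables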
Numbers without * were called inactive; · = not tested or not shown.

structure	Rtt109 HAT inh	MITF TRPM1 HTS	PvdQ inh	SR-BI HDL uptake	SR-BI DiI-HDL act	cardiac RTF act	Wnt act	HTR5A ag	dFosB activator	CDK5 inh
Cc1ccc(C)c(OCCCN2CCNCC2)c1	-2.6	11.9	1.0	9.7	-9.7	-3.4	-0.1	6.4	3.9	1.5
Cc1ccc(NC(=O)CN2C(=O)c3ccccc3S2(=O)=O)c(C)c1	-3.7	-12.2	-7.6	·	·	-5.8	-1.1	-3.7	6.2	0.6
O=C(OCCN1C(=O)c2ccccc2C1=O)c1ccccc1	-9.8	1.2	-5.8	-5.0	5.0	-5.7	-3.8	3.0	2.2	0.1
COC(=O)C1=C(C(=O)OC)[C@@H]2N(Cc3ccccc3)c3ccccc3[C@@]23C[C@@H](C(=O)OC)N(C(=O)c2cccs2)C3=N1	0.0	-2.5	13.1	-19.5	19.5	-2.7	-5.0	8.7	5.6	0.1
COc1ccc(CCNC(=O)c2cccc(S(=O)(=O)N3CCOCC3)c2)cc1OC	1.6	0.2	-13.1	24.5	-24.5	2.0	0.8	7.6	-19.3	0.3
CC(=O)Nc1ccc(NC(=S)NC(=O)c2cc3ccccc3o2)cc1	5.2	19.3	3.2	8.2	-8.2	-1.6	-2.8	5.3	-4.1	-1.2
CCC(C)N=C1SCC(C)(/C=N/O)S1 (stereo not drawn)	-5.7	·	-11.4	-10.8	10.9	11.0	·	0.8	4.0	0.9
O=C(Nc1nnc(CC(=O)N2CCOCC2)s1)C1COc2ccccc2O1 (stereo not drawn)	-11.9	-14.2	-2.9	-12.1	12.1	-2.3	1.0	0.7	-1.2	-0.4
Cc1occc1C(=O)NCCCc1ccccc1	7.3	20.2	-12.5	-9.9	9.9	-0.5	·	10.1	1.7	0.0
Cc1cccc(-c2cc3nc4c(c(NCc5ccco5)n3n2)CCCC4)c1	7.3	61.3	-10.2	31.4	-31.4	-30.6	·	-1.0	-5.9	1.3
CC(NC(=O)C1CCCN1S(=O)(=O)c1ccc2c(c1)n(C)c(=O)c(=O)n2C)c1ccccc1 (stereo not drawn)	-8.6	-8.7	-13.3	-4.2	4.2	-2.1	0.6	-0.1	-6.2	-0.2
COc1c(Cl)cc(Br)c(OC)c1C(=O)NC(=O)Nc1nc(C)cc(C)n1	2.4	-21.5	-15.7	20.6	-20.6	-0.6	-2.5	-3.0	2.8	-0.4
COc1ccc(CCc2nnc(CCC(=O)NCCc3ncccc3C)o2)cc1	0.4	17.5	1.3	-9.2	9.2	-5.3	3.1	0.1	-9.1	-0.3
COc1cc(NC(=O)CN(C)S(=O)(=O)c2ccc3c(c2)CCC(=O)N3)cc(OC)c1	-6.6	-22.2	0.3	·	·	4.4	-3.2	4.2	-5.6	-0.1
COc1ccc(F)cc1C(=O)C1CCCN(C(=O)Cc2c(C)noc2C)C1 (stereo not drawn)	-9.5	-8.6	-10.8	-11.6	11.6	-1.4	7.5	4.9	-1.3	3.6
C[C@@H]1CC=C[C@H]2[C@H]1C(=O)N(Cc1ccccc1)[C@H]2c1ccc2ccccc2c1Br	-5.9	-0.4	-11.2	-19.0	19.0	-1.0	-4.5	3.0	-10.5	1.6
Cc1ccc(C(=O)N2CCC3(CC2)Oc2ccc(Cl)cc2C(=O)C32CC(c3ccc(Cl)cc3)=NO2)s1 (stereo not drawn)	-5.8	-7.2	-7.8	30.3	-30.3	-3.9	-0.2	13.6	8.3	-1.8
C[C@H]1COC(=O)[C@H](CC(=O)OC(C)(C)C)C/C=C\C[C@@H](CC(=O)N(CCO)Cc2ccccc2)C(=O)N1	-2.9	17.2	-10.1	-16.3	16.3	5.1	-2.2	4.9	-2.3	-0.8
O=C(/C=C/c1ccco1)NCC1OCCc2ccccc21 (stereo not drawn)	46.3	5.7	-1.3	-6.9	6.9	3.5	21.9	6.1	-18.7	0.2
CCc1ccc(-c2cc(C(=O)Nn3cnnc3)c3ccccc3n2)cc1	-3.5	-60.9	-9.8	-3.8	3.8	-6.2	0.3	-2.5	-14.8	0.5
Cc1[nH]c2ccccc2c1C(=O)COC(=O)c1ccc2c(=O)n3c(nc2c1)CCC3	-10.2	-10.5	7.4	54.9	-54.9	3.5	0.3	3.2	-9.6	-1.8
Cc1cc(-c2nn(C)c(=O)c3ccccc23)ccc1CNC(=O)NC1CCCCC1	6.6	-5.6	-15.8	9.9	-9.9	-6.7	-1.0	2.8	-4.6	-1.7
O=C(/C=C/c1ccccc1)Nc1ccc(S(=O)(=O)N2CCOCC2)cc1	-0.5	-1.3	-2.7	16.3	-16.3	-0.4	0.6	-0.3	-18.2	-2.3
c1ccc(CSc2nnc3c(n2)OC(c2ccco2)Nc2ccccc2-3)cc1 (stereo not drawn)	7.6	5.4	7.9	-2.2	2.2	-6.8	·	-1.7	-9.8	-1.9
CC(=O)CCN1C(=O)NC2(CCCc3ccccc32)C1=O (stereo not drawn)	5.5	-0.8	-11.6	-8.0	7.9	-0.3	1.3	-0.2	-0.5	0.6
O=C1CCC(=O)N1c1cccc(-c2nc3ccccc3o2)c1	-2.7	·	-2.3	-11.0	11.0	4.5	-0.7	-1.7	2.2	0.1
CCCC(CCC(=O)Nc1cc([N+](=O)[O-])ccc1O)C(=O)O (stereo not drawn)	3.3	0.9	3.3	-9.8	9.8	9.0	-3.8	5.1	-2.7	-1.1
O=C(CSc1nc(O)c(Cc2ccccc2)c(=O)[nH]1)c1ccccc1	-42.1	-1.6	-3.8	-14.7	14.7	-2.1	4.1	2.9	4.9	0.0
Cc1ccccc1C(=O)c1c[nH]c(C(=O)NCc2cccs2)c1	10.9	11.4	-1.8	-8.9	8.9	-3.9	·	-2.4	6.3	1.3
CCSc1nnc(NC(=O)CSc2nnc(CNC(=O)c3cc(OC)c(OC)c(OC)c3)o2)s1	3.2	-0.9	-25.9	8.1	-8.1	9.2	·	1.4	-8.2	-1.0

3 consecutive entries from above, for reference:
structure	Rtt109 HAT inh	MITF TRPM1 HTS	PvdQ inh	SR-BI HDL uptake	SR-BI DiI-HDL act	cardiac RTF act	Wnt act	HTR5A ag	dFosB activator	CDK5 inh
Cc1occc1C(=O)NCCCc1ccccc1	7.3	20.2	-12.5	-9.9	9.9	-0.5	·	10.1	1.7	0.0
Cc1cccc(-c2cc3nc4c(c(NCc5ccco5)n3n2)CCCC4)c1	7.3	61.3	-10.2	31.4	-31.4	-30.6	·	-1.0	-5.9	1.3
CC(NC(=O)C1CCCN1S(=O)(=O)c1ccc2c(c1)n(C)c(=O)c(=O)n2C)c1ccccc1 (stereo not drawn)	-8.6	-8.7	-13.3	-4.2	4.2	-2.1	0.6	-0.1	-6.2	-0.2

(next part)
structure	Rtt109 HAT inh	MITF TRPM1 HTS	PvdQ inh	SR-BI HDL uptake	SR-BI DiI-HDL act	cardiac RTF act	Wnt act	HTR5A ag	dFosB activator	CDK5 inh
COc1ncnc2c1oc1nc(C(C)C)c3c(c12)CC(C)(C)OC3	5.5	·	-7.7	2.8	-2.8	-3.0	0.1	-1.6	-5.7	3.3
C[C@H](NC(=O)[C@@H]1Cc2ccccc2CN1)C(=O)NCC1CCCO1 (stereo partly drawn)	-1.7	3.7	-14.2	-3.5	3.5	7.3	-1.4	0.2	0.6	2.4
CN(C)CCn1cnc2c(c1=N)C(c1ccccc1)c1ccc3ccccc3c1O2 (stereo not drawn)	-7.3	-92.7	-14.9	·	·	5.7	5.0	1.2	4.2	0.3
CN1C2C=C3C(C#N)=C(N)C(C#N)(C#N)[C@@H](c4cccc(F)c4)[C@@H]3C1CC2 (stereo partly drawn)	5.0	-17.4	0.4	0.4	-0.4	4.0	-1.1	-1.2	-1.6	0.0
CCOC(=O)c1ccc(CNC(=O)C(Cc2c[nH]c3ccccc23)NC(C)=O)o1 (stereo not drawn)	-1.1	-0.4	5.2	-28.6	28.6	0.5	·	1.8	-8.0	3.8
Cc1ccc(C(=O)NNC(=O)c2ccc3ccccc3c2O)cc1	7.3	6.8	0.7	111.1*	-111.1	2.7	-1.9	0.2	0.6	-0.3
CCn1cc(S(=O)(=O)c2ccc(OC)cc2)c(=O)c2cc(OC)ccc21	-47.5	-2.0	-15.9	-12.2	12.2	3.4	-1.4	2.2	-5.5	-0.5
COc1ccccc1CNC(=O)c1c(O)c2cc(OC)c(OC)cc2[nH]c1=O	2.1	2.0	2.8	25.0	-25.0	1.3	·	0.4	-1.5	0.4
C=CCNC(=O)C1CC(=O)N(c2ccc(OCC(=O)Nc3ccc(Cl)cc3)cc2)C1 (stereo not drawn)	-22.6	4.7	-13.1	18.9	-18.9	0.0	-0.5	-4.6	-0.7	0.6
CC1CCCCC1NC(=O)Cn1c(=O)oc2cc(S(=O)(=O)N3CCCC3)ccc21 (stereo not drawn)	-5.6	·	0.7	-6.4	4.1	-4.5	-5.4	-1.1	-5.7	-3.2
COc1cccc2cc(C(=O)NCc3ccco3)c(=O)oc12	2.1	44.8	-3.5	5.3	-5.3	-0.6	3.1	-1.1	-10.9	0.6
Cc1ccc(S(=O)(=O)CC(CN2CCOCC2)N2CCOCC2)cc1 (stereo not drawn)	1.4	-15.6	-10.3	-13.2	13.2	4.3	-5.4	0.9	-4.2	-2.0
Cc1nc2ccccc2n1CCOc1ccccc1	3.6	-5.8	-9.4	-12.5	12.5	-11.7	-0.4	3.9	-4.2	0.5
CCOc1ccc(NC(=O)CN(C)C(=O)c2csc3c2CCCC3)cc1OCC	5.2	·	-4.0	62.5	-62.5	1.7	-2.2	1.5	-4.1	0.7
CC(C)CSC1=NSC2=NC(=O)/C(=C\c3cccs3)C(=N)N12	8.3	8.7	11.8	-15.1	15.1	-2.0	20.3	-4.5	-2.6	-0.2
CCOC(=O)C1=C(COC(=O)Cc2ccc(Br)cc2)NC(=O)NC1C (stereo not drawn)	7.3	6.2	-1.8	4.1	·	0.3	0.3	-1.0	3.4	0.0
CCC1Oc2ccccc2N(CC(=O)NC2CCCC2)C1=O (stereo not drawn)	2.5	-3.4	-1.5	4.7	-4.7	-2.2	-0.6	7.5	6.8	1.8
CC(C)[C@H](NC(=O)N1CCn2c1nc1ccccc12)C(=O)N[C@@H](C(=O)O)c1ccccc1	0.5	9.2	-13.3	10.1	-10.1	-0.2	-1.1	·	-0.5	-0.3
COC(=O)C1=C(C)N(C(C)C)C(=O)C1(NC(C)=O)C(F)(F)F (stereo not drawn)	12.5	-1.9	-11.5	-2.8	2.8	-0.8	·	-3.1	-2.2	0.7
O=S(=O)(c1ccc(N2CCOCC2)cc1)N1CCOCC1	-4.8	0.0	-6.0	0.6	-0.6	2.1	-4.3	-2.7	6.5	-0.2
CCN(c1ccccc1)S(=O)(=O)c1ccc(OC)c(NC(=O)CNC)c1	3.4	-12.5	-5.8	-25.9	25.9	-0.3	-0.7	0.5	-0.3	-0.6
COc1cc(NC(=O)c2ccc(Cl)cc2)c(Cl)cc1NC(=O)c1cccnc1	-8.4	7.8	-8.0	25.9	-25.9	1.5	16.4	-2.0	-0.7	-1.0
O=C(NC(=S)Nc1ccc2c(c1)OCCO2)c1ccccc1	2.7	36.6	-8.6	-1.7	1.7	5.8	·	-6.1	-8.9	3.0
